Screens deposited in PubChem BioAssay by several laboratories.
Myeloid diff MLP – promotes myeloid progenitor differentiation; ER-HoxA9 myeloid progenitors, lysozyme-GFP differentiation, flow cytometry; 1% of 360,000 active; AID 624256; calls only at 10 µM;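 active means normalized GFP-positive differentiation at or above the plate's own cutoff, the solvent-only control mean plus 3 SD; inconclusive means no clear call, values can overlap the other calls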;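 further: cells exposed to compound for four days before flow analysis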
Siah-1 displacement – Siah-1 peptide-binding antagonists, primary screen, biochemical, fluorescence polarization, rhodamine-plectin, uHTS (AID 1817) | Siah-1 / rhodamine-plectin peptide fluorescence polarization; higher % means a stronger effect | one-dose displacement, % at 20 µM; IC50 in µM for titrated hits | 0.02% of 290,000 active;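 active means displacement of at least 50% at 20 µM, with a fluorescence ratio check between 0.3 and a set limit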;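 further: plate controls were Siah plus tracer with DMSO for no effect and tracer alone without Siah for full effect; strong numbers were not always called active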
GPR55 LPI antagonism – inhibition of LPI-stimulated GPR55 beta-arrestin translocation – imaging, U2OS, beta-arrestin-GFP, LPI agonist, primary screen (AID 2013) | inhibition, % at 10 µM, or IC50 in µM where a hit was titrated | U2OS GPR55 beta-arrestin-GFP translocation imaging, LPI antagonism; higher % means a stronger effect | 0.13% of 290,000 active;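 active means spots per cell inhibited over 60%, with over 100 cells counted and total cytoplasm intensity under 500,000; inconclusive means wells with under 100 cells, flagged as likely toxic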;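 further: U2OS cells stably carrying GPR55 and arrestin-GFP stimulated by 5 µM LPI near EC80; imaged beta-arrestin-GFP aggregate spots per cell after agonist stimulation; plate controls were LPI-stimulated DMSO wells for no effect and DMSO wells without LPI for full effect; some results filed as inactive read as strong as hits; confirmed hits need IC50 under 10 µM and bright autofluorescent wells are also inconclusive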
HIV fusion peptide – inhibitors of HIV fusion peptide binding, primary screen, biochemical, uHTS, fluorescence dequenching (AID 1986); cell-free peptide binding, fluorescence dequenching, 30 min; higher % means a stronger effect; inhibition, % at 20 µM, or IC50 in µM where a hit was titrated; 0.3% of 290,000 active; in the data active means inhibition mostly above about 52%, no sharp cut-off; inactive means mostly below about 76%; further: some results filed as inactive read as strong as hits
NTR1 ag – agonists of NTR1, primary screen, imaging, U2OS cells, beta-arrestin-GFP, high content (AID 493036). P30989. NTR1-U2OS beta-arrestin-GFP spot imaging, agonist mode. activation, % at 20 µM. 0.17% of 330,000 active;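 active means activation at or above 40% of the spot to cytoplasm intensity ratio, with at least 20 cells analyzed; inconclusive means wells under 20 cells, flagged as cytotoxic or low count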;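 further: 0% = DMSO without peptide and 100% = 100 nM NTR1 peptide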
Target sequence (P30989 whole entry, looked up): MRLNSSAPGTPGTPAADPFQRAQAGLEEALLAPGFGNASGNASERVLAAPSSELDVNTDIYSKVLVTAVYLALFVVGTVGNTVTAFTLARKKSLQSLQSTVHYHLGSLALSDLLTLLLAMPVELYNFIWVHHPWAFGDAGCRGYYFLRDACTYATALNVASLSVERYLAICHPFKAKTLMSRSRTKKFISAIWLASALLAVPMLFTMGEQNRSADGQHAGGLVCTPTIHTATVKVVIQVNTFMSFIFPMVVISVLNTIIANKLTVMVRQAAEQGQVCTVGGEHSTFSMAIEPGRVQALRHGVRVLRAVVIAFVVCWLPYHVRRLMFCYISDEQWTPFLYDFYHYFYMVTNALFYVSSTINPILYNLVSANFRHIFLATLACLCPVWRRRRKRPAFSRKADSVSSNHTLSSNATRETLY
LYP inhibition – PTPN22 lymphoid phosphatase activity blockers – biochemical, fluorescence intensity, uHTS (AID 1779) | recombinant LYP phosphatase, fluorescence intensity; higher % means a stronger effect | 0.054% of 290,000 active | one-dose inhibition, % at 11.5 µM; IC50 in µM for titrated hits; in the data active means inhibition above about 50%;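 further: plate controls were vehicle with enzyme for no effect and no enzyme for full effect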
MgcRacGAP inhibition – MgcRacGAP GTPase-activating activity inhibitors, confirmation, biochemical, ADP Hunter fluorescence; MgcRacGAP-stimulated Rac1 GTP hydrolysis, ADP Hunter fluorescence; higher % means a stronger effect; GST-tagged Rac1 F28L mutant substrate; 0.6% of 340,000 active; AID 624330; inhibition, % at 30 µM, or IC50 in µM where a hit was titrated;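 active means first-screen hits whose inhibition reached a set limit at any dose in the follow-up dose series; inconclusive means inhibition above the set first-screen limit but never retested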;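 further: fluorescence reports GDP produced by GAP-driven GTP hydrolysis; strong numbers were not always called active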
GPR35 antagonists – GPR35 antagonists blocking zaprinast-driven arrestin recruitment, primary screen, imaging, U2OS, beta-arrestin-GFP, zaprinast agonist (AID 2058) | one-dose inhibition, % at 10 µM; IC50 in µM for titrated hits | U2OS GPR35 beta-arrestin-GFP translocation imaging, zaprinast antagonism; higher % means a stronger effect | 0.052% of 290,000 active;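 active means inhibition of at least 50% with at least 30 cells and total cytoplasm GFP at most 10,000,000; inconclusive means under 30 cells or total GFP of 10,000,000 plus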
Salmonella PhoP GFP – PhoP-dependent GFP reporter repression – Salmonella Typhimurium, primary screen (AID 1863) | S. Typhimurium PhoP-regulated promoter GFP reporter, 4 h; higher % means a stronger effect | 0.16% of 300,000 active | one-dose inhibition, % at 50 µM; IC50 in µM for titrated hits;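 active means inhibition over 29.93%, a cutoff 3 SD above the screen mean, later confirmed by dose response; inconclusive means inhibition over 29.93% but no dose response follow-up; inactive means inhibition at most 29.93% or unconfirmed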;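 further: 0% = low Mg2+ inducing control and 100% = high Mg2+ repressing control; strong numbers were not always called active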
NTR1 ag cell count 20 µM – recorded beside NTR1 ag, whose call it bears; cell count; measured here: cell count, cytotoxicity flag
Myeloid diff MLP GFP+ MAC1+ % – recorded beside Myeloid diff MLP, whose call it bears; GFP+ MAC1+ double positive, %; measured here: differentiation confirmed by MAC1 staining
* marks the source's active call; other numbers are inactive results; i = inactive; u = inconclusive; x = not tested or not shown. Compounds as they come, and some 2.4% of all compounds hit somewhere here.

Molecule	Myeloid diff MLP	Myeloid diff MLP GFP+ MAC1+ %	Siah-1 displacement	GPR55 LPI antagonism	HIV fusion peptide	NTR1 ag	NTR1 ag cell count 20 µM	LYP inhibition	MgcRacGAP inhibition	GPR35 antagonists	Salmonella PhoP GFP
Cc1ccc(N(CC(=O)NCC2CCCO2)C(=O)CCC(=O)Nc2nccs2)cc1C (configuration not stated)	i	0.8	-4%	-1%	-0.6%	-0.1	55	0%	2%	-9%	-2%
CCOc1cc(CN2CCC(n3nccc3NC(=O)C3CC3)CC2)ccc1O	i	0.0	4%	75%	-0.3%	-0.3	48	-11%	8%	-5%	2%
C(=N\n1cnnc1)/c1ccc(-c2ccccc2)cc1	i	0.8	3%	-9%	27%	-0.8	40	-4%	-2%	6%	19%
CCc1nnc(NC(=O)C2CC(=O)N(C3CCCC3)C2)s1 (configuration not stated)	i	0.4	8%	0%	0.4%	0.1	59	-3%	-3%	1%	3%
O=C(NC(c1ccccc1)c1ccccc1)c1ccc(CO)cc1	i	2.2	0%	12%	-2.4%	-0.4	55	-7%	6%	7%	5%
Cc1cccc(NC(=O)N(C)Cc2cccs2)c1	i	0.7	-6%	-10%	-1.1%	0.1	69	-3%	11%	12%	1%
O=C(CCNC(=O)N1CCn2c1nc1ccccc12)NCc1ccc(F)cc1	i	0.5	-1%	-6%	-1.2%	-0.3	68	-7%	12%	0%	-2%
O=C(CSc1ccccn1)Nc1ccc(NC(=O)CSc2ccccn2)cc1	i	0.3	-3%	-6%	2.1%	-1.2	82	-1%	-1%	0%	3%
CCCC(=O)Nc1nnc(S(=O)(=O)N(C)Cc2ccco2)s1	i	2.6	3%	6%	4.5%	-1.2	42	-8%	9%	16%	2%
COC(=O)C1=C(C)Nc2ncnn2C1c1ccc(C)o1 (configuration not stated)	i	2.1	-1%	-11%	2.7%	-0.3	64	-10%	7%	-4%	-3%
CCOC(=O)c1c(NCC2CCCO2)c2ccccc2[nH]c1=O (configuration not stated)	i	1.0	-7%	2%	-0.5%	-0.8	45	-6%	9%	12%	4%
COc1ccc(NC(=S)N2CCCC(c3nc4ccc(C)cc4[nH]3)C2)cc1 (configuration not stated)	i	0.2	3%	7%	0.1%	1.4	43	-1%	9%	-2%	-8%
Cc1ccc(CNC(=O)CCc2nnc3ccc(N4CCC5(CC4)OCCO5)nn23)cc1	i	0.4	-6%	-26%	1.1%	-0.3	46	-3%	8%	-7%	-2%
c1ccc2c(NCCCN3CCOCC3)c3ccccc3nc2c1	x	x	6%	2%	-0.8%	-1.3	40	-10%	x	-15%	-19%
Nn1c(SCc2ccccc2)nc2ccccc21	i	0.6	0%	2%	-2.2%	-0.8	42	-6%	6%	-8%	0%
COC(=O)c1cnc(N2CCCN(S(=O)(=O)c3ccc(C(F)(F)F)cc3)CC2)nc1C(F)(F)F	i	0.2	8%	-3%	-1.6%	4.9	82	-2%	4%	-12%	-3%
COC(=O)C(NC(=O)CNS(=O)(=O)c1ccc(Br)cc1)c1ccccc1 (configuration not stated)	i	0.2	2%	10%	-1.7%	0.4	47	4%	0%	-19%	-1%
CCOc1cc(N2CCOCC2)c(OCC)cc1NC(=O)CN1C(=O)NC2(CCCCCCC2)C1=O	i	0.5	2%	4%	-1.0%	-0.7	50	2%	5%	-3%	2%
O=C(CN(CCc1ccccc1)C(=O)CN1C(=O)COc2ccccc21)NCc1ccco1	i	1.6	2%	0%	0.2%	-0.4	66	-1%	7%	18%	-3%
O=c1c2ccccc2nc(/C=C/c2ccc(Br)cc2)n1CCCO	i	0.5	3%	5%	0.9%	7.2	44	3%	5%	12%	-1%

Continuation.
Molecule	Myeloid diff MLP	Myeloid diff MLP GFP+ MAC1+ %	Siah-1 displacement	GPR55 LPI antagonism	HIV fusion peptide	NTR1 ag	NTR1 ag cell count 20 µM	LYP inhibition	MgcRacGAP inhibition	GPR35 antagonists	Salmonella PhoP GFP
O=C(CN(C(=O)c1nsc(Cl)c1Cl)c1ccc(F)cc1)NC1CCCC1	i	2.0	-1%	0%	1.7%	0.5	55	-1%	-3%	14%	-2%
COc1ccccc1NC(=O)c1sc2ncn(Cc3ccc(C)cc3)c(=O)c2c1C	i	1.1	3%	12%	1.1%	4.9	63	-14%	8%	-6%	3%
O=C(Nc1cccc(-c2cscn2)c1)C1CCN(Cc2ccc(CO)o2)CC1	i	7.0	-3%	10%	-0.7%	-0.2	52	-4%	15%	15%	2%
COc1ccc(CN2CNc3nc4ccccc4n3C2)cc1	i	1.3	-2%	16%	3.5%	1.5	62	-5%	0%	-7%	-5%
O=C(CSc1ncn[nH]1)Nc1ccc2c(c1)OCCO2	i	1.0	-2%	-2%	1.7%	1.1	77	-7%	4%	6%	-2%
Cc1cc(C)nc(SCC(=O)N(C)CC(=O)Nc2ccccc2Br)n1	i	0.6	x	x	x	0.4	60	x	4%	x	-3%
C=CCNC(=O)NC(=O)COC(=O)COc1ccc(Br)cc1F	i	0.8	2%	4%	1.6%	0.3	79	0%	7%	18%	0%
O=C(OCc1ccccc1Cl)c1cc([N+](=O)[O-])ccc1N1CCOCC1	i	1.4	2%	13%	-0.1%	7.1	64	-2%	5%	5%	6%
CCOc1ccc(N(C(C)=O)C2C=CS(=O)(=O)C2)cc1 (configuration not stated)	i	1.2	3%	5%	-1.9%	-1.2	63	-5%	1%	0%	9%
COC(=O)C1=C(C(=O)c2ccccc2)C(c2ccccc2)n2nnnc2N1 (configuration not stated)	i	0.3	1%	-7%	-0.4%	1.3	90	-6%	15%	-4%	-3%
CC(C)c1ccc(NC2CCCN(C(=O)c3ccccc3-c3ncc[nH]3)C2)cc1 (configuration not stated)	i	0.4	-6%	18%	-2.4%	0.3	46	-8%	9%	31%	0%
CCOc1ccc(C2c3[nH]c4ccccc4c3CCN2CCCn2cccn2)cc1 (configuration not stated)	i	0.2	-1%	-4%	1.2%	-0.4	42	0%	x	-4%	-14%
O=[N+]([O-])c1ccc(OCCN2CCNCC2)cc1	i	0.1	10%	-5%	1.9%	1.1	69	3%	31%	-3%	2%
O=C(CNc1cccc(S(=O)(=O)N2CCCCC2)c1)Nc1ccccc1F	i	1.9	0%	7%	1.0%	2.6	69	-9%	8%	-4%	2%
OCC1C2c3ccccc3C(c3ccccc32)C1CO (configuration not stated)	i	0.5	1%	14%	-0.1%	2.1	42	-2%	2%	13%	-6%
CCN(CC)c1ccc(/C=N\NC(N)=O)cc1	u	x	-2%	5%	-2.0%	2.1	46	-2%	51µM*	-16%	1%
CCC(Sc1nc(C)cc(=O)[nH]1)C(=O)Nc1nnc(C)s1 (configuration not stated)	i	1.3	4%	6%	-1.7%	0.1	63	1%	10%	6%	-1%
CCOC(=O)C1CCN(C(=O)C2CCCN(S(=O)(=O)c3ccc(OCC)c(Cl)c3)C2)CC1 (configuration not stated)	i	0.9	x	x	x	2.0	48	x	1%	x	15%
C/C(=N/N=C/c1ccccc1O)c1ccccc1O	i	0.5	4%	12%	-0.9%	1.0	94	-7%	5%	4%	15%
N#Cc1c(/N=C\c2ccc(O)c([N+](=O)[O-])c2)sc2c1CCCC2	i	0.1	-9%	-13%	3.1%	-0.5	78	8%	15%	7%	-2%

Remaining list, next part.
Molecule	Myeloid diff MLP	Myeloid diff MLP GFP+ MAC1+ %	Siah-1 displacement	GPR55 LPI antagonism	HIV fusion peptide	NTR1 ag	NTR1 ag cell count 20 µM	LYP inhibition	MgcRacGAP inhibition	GPR35 antagonists	Salmonella PhoP GFP
CC(=O)NCC(=O)NC(C(=O)Nc1ccc2c(c1)OCCO2)c1ccccc1 (configuration not stated)	i	1.2	-2%	6%	-0.3%	0.3	57	3%	11%	18%	-6%
CCn1cc(C(=O)Nc2cccc(C)c2)c(=O)c2ccc(C)nc21	x	x	29%	7%	3.7%	0.7	35	-9%	x	-1%	-9%
CCc1cccc(C)c1NC(=O)CSc1nc2ccc(N3C(=O)c4ccccc4C3=O)cc2s1	i	1.0	1%	14%	-0.3%	-0.4	65	-4%	4%	13%	-9%
Cc1cccc(Oc2coc3cc(OC(=O)c4cc5ccccc5oc4=O)ccc3c2=O)c1	i	1.3	2%	14%	0.7%	3.7	75	-10%	2%	12%	-13%
O=C(Cc1ccc(NS(=O)(=O)c2cccc(C(F)(F)F)c2)cc1)NCCN1CCOCC1	i	0.9	x	x	x	0.1	58	x	2%	x	-5%
Cc1ccc(-c2ccc(SCC(=O)N3CCN(c4ccccc4)CC3)nn2)cc1	i	0.0	0%	-1%	-1.4%	-0.3	63	-2%	6%	19%	-5%
CCCOc1ccc(C(=O)Nc2ccc(N3CCN(C(=O)c4ccco4)CC3)cc2)cc1	i	2.3	5%	-3%	-0.2%	2.1	91	-8%	3%	16%	-4%
COc1ccc(N2CCN(C(=O)c3ccc(-n4nc(C)cc4C)cc3)CC2)cc1	i	0.4	-2%	-1%	-1.9%	0.0	72	4%	15%	5%	-1%
COc1ccc(N=Cc2c(O)cc(C)oc2=O)cc1	i	0.1	-1%	2%	-0.6%	-2.4	75	2%	85µM*	8%	-10%
Cc1ccc(N2C(N)=C(C#N)C(c3ccsc3)C3=C2CC(C)(C)CC3=O)cc1 (configuration not stated)	x	x	2%	30%	-1.3%	0.4	43	-2%	9%	0%	-10%
O=C(O)CCCNS(=O)(=O)c1ccc(F)cc1	i	1.2	0%	5%	1.2%	0.9	86	-2%	11%	16%	-17%
O=C1OCC/C1=C\c1ccc(O)cc1	i	1.5	0%	4%	1.6%	-0.6	109	-1%	29µM*	10%	0%
O=c1oc(/C=C/c2ccccc2)nc2ccccc12	i	0.2	0%	-3%	0.8%	x	x	-5%	-17%	10%	-2%
O=C(CC1(O)C(=O)Nc2cc(Cl)cc(Cl)c21)c1ccncc1 (configuration not stated)	i	2.5	-1%	2%	0.4%	0.3	54	-8%	-5%	25%	-1%
Cc1cc(C)c2nc(N(CCCN(C)C)C(=O)c3ccc(S(=O)(=O)N4CCCCCC4)cc3)sc2c1	i	1.2	x	x	x	22	55	x	6%	x	0%
CCCCNC(=O)CSc1nc(Cc2ccccc2)nc2ccccc12	i	0.0	-6%	4%	1.1%	0.7	63	-16%	3%	2%	16%
CCCn1c(=O)c(F)cn(Cc2ccc(OC)c([N+](=O)[O-])c2)c1=O	i	1.9	4%	32%	2.7%	0.0	86	-9%	2%	13%	-1%
